High-throughput results as filed in PubChem.
STK33 kinase inh = inhibitors of purified STK33 kinase, primary screen, biochemical, ADP-Glo luminescence, homogeneous, cell-free; inhibition, % at 10 µM; MBP phosphorylation; Serine/threonine-protein kinase 33 (Homo sapiens), Q9BYT3; actives 0.073% (n = 320,000);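 active means inhibition at or above 25%, using the most active replicate where run in duplicate; inactive means inhibition below 25%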
Target sequence (Q9BYT3 whole entry, looked up): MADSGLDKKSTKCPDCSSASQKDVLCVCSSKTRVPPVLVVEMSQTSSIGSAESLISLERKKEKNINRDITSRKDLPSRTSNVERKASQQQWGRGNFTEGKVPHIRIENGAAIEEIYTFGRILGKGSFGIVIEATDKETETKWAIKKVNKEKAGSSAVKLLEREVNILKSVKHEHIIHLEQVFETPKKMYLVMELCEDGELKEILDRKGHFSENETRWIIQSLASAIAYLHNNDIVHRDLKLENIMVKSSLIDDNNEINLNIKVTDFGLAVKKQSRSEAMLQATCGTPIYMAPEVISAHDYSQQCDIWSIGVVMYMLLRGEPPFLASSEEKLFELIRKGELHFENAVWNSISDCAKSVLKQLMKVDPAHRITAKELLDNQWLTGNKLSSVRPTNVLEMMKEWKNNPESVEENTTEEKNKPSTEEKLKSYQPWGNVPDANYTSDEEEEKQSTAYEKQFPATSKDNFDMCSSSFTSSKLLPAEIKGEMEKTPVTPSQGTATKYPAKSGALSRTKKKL
OX1R antag-1 = antagonists of human orexin 1 receptor (OX1R); OX1R-expressing cells, FRET antagonist read-out; inhibition, % at 6.6 µM; actives 1.8% (n = 330,000); AID 485270, 2010; in the data active means inhibition mostly above about 38%, no sharp cut-off; inactive means mostly below about 40%;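 further: 0% = agonist challenge alone and 100% = reference antagonist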
Target sequence (O43613 whole entry, looked up): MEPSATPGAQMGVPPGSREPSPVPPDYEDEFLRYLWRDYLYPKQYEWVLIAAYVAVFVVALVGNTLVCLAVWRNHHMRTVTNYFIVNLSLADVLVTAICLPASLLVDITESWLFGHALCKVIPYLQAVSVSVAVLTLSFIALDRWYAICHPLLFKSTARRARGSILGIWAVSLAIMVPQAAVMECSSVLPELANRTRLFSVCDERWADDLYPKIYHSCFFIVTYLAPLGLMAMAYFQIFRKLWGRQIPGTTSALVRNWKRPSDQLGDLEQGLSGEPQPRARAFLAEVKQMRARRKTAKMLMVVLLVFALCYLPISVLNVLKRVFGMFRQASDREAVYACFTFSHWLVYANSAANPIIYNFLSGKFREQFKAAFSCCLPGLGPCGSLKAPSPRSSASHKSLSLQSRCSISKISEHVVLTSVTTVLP
OX1R antag-2 = OX1R (HCRTR1) antagonists, primary screen, fluorescence, CHO/OX1R cells, Fluo-8 calcium, orexin A; Fluo-8 calcium fluorescence; inhibition, % at 5 µM; Orexin/Hypocretin receptor type 1 (Homo sapiens), O43613; actives 0.43% (n = 330,000); AID 434989, 2010;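 active means inhibition above its plate's threshold, mean inhibition of all tested compounds on the plate plus 3 SD, cut at about 37% in these data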;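 further: 0% = orexin A challenge wells and 100% = SB-334867-A antagonist wells; not every result past the cut was called active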
* hit, by the source's call.

SMILES | STK33 kinase inh | OX1R antag-1 | OX1R antag-2
COc1cc2cc(C(c3nnnn3C3CCCC3)N(C)C3CCCCC3)c(=O)[nH]c2cc1OC (configuration not stated) | -0.1 | 6 | -21
COc1ccc(NC(=O)c2ccc3nccnc3c2)cc1 | 1.4 | 61 | -12
COc1ccc(Cl)c(N2CCN(CCCNC(=O)Nc3ccc(C)cc3)CC2)c1 | -1.1 | 7 | -28
Cc1ccc(C2CC(=O)Nc3c2ccc2ccccc32)cc1[N+](=O)[O-] (configuration not stated) | -0.4 | 31 | -20
CCc1nnc(NC(=O)c2ccc(S(=O)(=O)N3CCCC(C)C3)cc2)s1 (configuration not stated) | -0.5 | 20 | -16
O=C1CC(N2CCC(c3nc4ccccc4o3)CC2)C(=O)N1Cc1cccs1 (configuration not stated) | 0.6 | 5 | -22
COc1cc([C@@H]2C[C@H]3CN(c4ccccc4)C(=O)[C@]34CCCN24)cc(OC)c1OC | -0.7 | 5 | -34
COc1ccccc1NC(=O)Cn1cnc2sc(C(=O)NCc3ccco3)c(C)c2c1=O | -1.0 | 6 | -15
O=C(CCC1CCCC1)Nc1ccc([N+](=O)[O-])cn1 | 0.0 | 13 | -20
Cc1ccc(S(=O)(=O)c2ccc(Cl)cc2)cc1S(=O)(=O)NC(C)C(=O)O (configuration not stated) | 0.4 | 4 | 4
COc1ccc(S(=O)(=O)N2N=C(c3ccc(NS(C)(=O)=O)cc3)CC2c2ccco2)cc1 (configuration not stated) | 0.2 | 9 | 7
C=CCN1C(=O)[C@@H]2Cc3c([nH]c4ccccc34)C(c3ccc(O)cc3)N2C1=S (some centres not stated) | -1.4 | 6 | -7
Cc1ccc(S(=O)(=O)Cc2ccc(C(=O)NCc3cccs3)o2)cc1 | -0.3 | 23 | -16
CCc1ccc(CN(C)Cc2nc(COc3ccccc3)no2)nc1 | 0.1 | 26 | -19
Nc1ccccc1C(=O)NNC1=C(C(=O)C(F)(F)F)CCC1 | -0.4 | 0 | -12
Cn1c(O)c(N=NC(=O)c2cc(-c3cccs3)nc3ccccc23)c2ccccc21 | -0.5 | 17 | -39
COc1ccc(C2NC(=O)NC(C)=C2C(=O)OC2CCCC(C)C2)cc1 (configuration not stated) | -0.7 | 5 | -43
O=C(Oc1cccc2cccnc12)c1cccc([N+](=O)[O-])c1 | -1.6 | 20 | -5
Cc1ccc(C)c(N2CCN(S(=O)(=O)c3ccc(-c4cc(C)no4)s3)CC2)c1 | -1.0 | 2 | -21
CNC(=S)N/N=C/c1cn(CCOc2ccc(OC)cc2)c2ccccc12 | -0.5 | 21 | -9

Retrieved by structure from the list above:
SMILES | STK33 kinase inh | OX1R antag-1 | OX1R antag-2
Cc1ccc(S(=O)(=O)Cc2ccc(C(=O)NCc3cccs3)o2)cc1 | -0.3 | 23 | -16
COc1ccccc1NC(=O)Cn1cnc2sc(C(=O)NCc3ccco3)c(C)c2c1=O | -1.0 | 6 | -15
Cn1c(O)c(N=NC(=O)c2cc(-c3cccs3)nc3ccccc23)c2ccccc21 | -0.5 | 17 | -39
Nc1ccccc1C(=O)NNC1=C(C(=O)C(F)(F)F)CCC1 | -0.4 | 0 | -12
O=C(Oc1cccc2cccnc12)c1cccc([N+](=O)[O-])c1 | -1.6 | 20 | -5
CCc1nnc(NC(=O)c2ccc(S(=O)(=O)N3CCCC(C)C3)cc2)s1 (configuration not stated) | -0.5 | 20 | -16

The results go on.
SMILES | STK33 kinase inh | OX1R antag-1 | OX1R antag-2
CC(Oc1cccnc1[N+](=O)[O-])C(=O)N1CCc2ccccc21 (configuration not stated) | 0.5 | 20 | 11
COc1ccc(CCNc2ncccc2C#N)cc1OC | 6.9 | 23 | -22
COC(=O)CSc1nc2c(c(=O)n(C)c(=O)n2C)n1CCCc1ccccc1 | -0.9 | 10 | -23
Cc1ccc(NC(=O)[C@H](NC(=O)[C@@H]2Cc3ccccc3CN2)c2ccccc2)c(C)c1 | -0.9 | 5 | -38
O=C(CN1C(=O)c2ccccc2S1(=O)=O)N1CCN(c2ccccc2F)CC1 | 0.1 | 7 | -18
COC(=O)C1CCN(C(=O)NC2CCCCC2)CC1 | -0.8 | 4 | 8
CCCSc1nnc(N2C(=O)C(O)=C(C(=O)c3ccco3)C2c2ccccc2F)s1 (configuration not stated) | -0.5 | 4 | 9
CC(NC(=O)CN(C)S(=O)(=O)c1ccc(Br)s1)c1ccccc1 (configuration not stated) | -0.6 | 18 | -21
COc1ccc(OC)c(S(=O)(=O)n2ccnc2C)c1 | 1.3 | 20 | -13
COc1ccc(Nc2nc(Cl)nc(N3CCN(c4ccc(OC)cc4)CC3)n2)cc1 | -1.2 | 17 | -9
CCN(C(=O)CSc1nnc(-c2cccs2)n1CC)C1CCS(=O)(=O)C1 (configuration not stated) | -2.6 | 8 | 2
CCOc1ccc(NC(=O)C2CCCN(S(C)(=O)=O)C2)cc1 (configuration not stated) | 1.1 | 5 | -2
COc1ccc(CCNC(=O)[C@H](C)N2C(=O)N3CCc4c([nH]c5ccccc45)[C@@]3(C)C2=O)cc1OC | 4.6 | 22 | -32
FC(F)(F)c1cc(-c2cccs2)nc2nc(N3CCOCC3)sc12 | -0.1 | 4 | -10
Cc1ccc(-n2c(Cc3cccc4ccccc34)n[nH]c2=S)c(C)c1 | -0.6 | 25 | -9
COc1ccc(C(=O)Nc2ccccc2)cc1NC(=O)c1ccc([N+](=O)[O-])cc1 | -1.1 | 24 | -5
CCCCCCCn1c2c(c(=N)c3ccccc31)CCC2 | 0.1 | 4 | 30
CCCOc1ccc(N2CC(C(=O)NC3=NCCS3)CC2=O)cc1 (configuration not stated) | -0.7 | 19 | -20
O=c1c2cnn(-c3ccccc3)c2ncn1Cc1ccco1 | -0.8 | 5 | -14
CCn1nc(C)cc1C(=O)Sc1ccc(Cl)cc1Cl | -1.1 | 9 | -3

6 compounds from above, arranged by the number in STK33 kinase inh, descending.
| SMILES | STK33 kinase inh | OX1R antag-1 | OX1R antag-2 |
| --- | --- | --- | --- |
| COc1ccc(OC)c(S(=O)(=O)n2ccnc2C)c1 | 1.3 | 20 | -13 |
| CCOc1ccc(NC(=O)C2CCCN(S(C)(=O)=O)C2)cc1 (configuration not stated) | 1.1 | 5 | -2 |
| CCCCCCCn1c2c(c(=N)c3ccccc31)CCC2 | 0.1 | 4 | 30 |
| CCCSc1nnc(N2C(=O)C(O)=C(C(=O)c3ccco3)C2c2ccccc2F)s1 (configuration not stated) | -0.5 | 4 | 9 |
| CC(NC(=O)CN(C)S(=O)(=O)c1ccc(Br)s1)c1ccccc1 (configuration not stated) | -0.6 | 18 | -21 |
| CCCOc1ccc(N2CC(C(=O)NC3=NCCS3)CC2=O)cc1 (configuration not stated) | -0.7 | 19 | -20 |

Sorted by length of the SMILES (high to low): 3 of the compounds above
SMILES | STK33 kinase inh | OX1R antag-1 | OX1R antag-2
COc1ccc(Nc2nc(Cl)nc(N3CCN(c4ccc(OC)cc4)CC3)n2)cc1 | -1.2 | 17 | -9
CCOc1ccc(NC(=O)C2CCCN(S(C)(=O)=O)C2)cc1 (configuration not stated) | 1.1 | 5 | -2
COc1ccc(OC)c(S(=O)(=O)n2ccnc2C)c1 | 1.3 | 20 | -13

Other compounds:
SMILES | STK33 kinase inh | OX1R antag-1 | OX1R antag-2
CCC(=O)Nc1ccc(S(=O)(=O)Nc2ncccn2)cc1 | -1.4 | 9 | -13
CCn1c(SCC(=O)N2CCCCC2C)nc2ccsc2c1=O (configuration not stated) | -0.1 | 6 | -43
CCC(CC)C(=O)Nc1cccc(/C(C)=N/NC(=O)c2ccccc2Cl)c1 | -1.6 | 28 | -21
Cc1cc(C)c2cc(C(=O)N(C)C3CCN(C)CC3)[nH]c2c1 | -0.5 | 3 | 1
O=C(Nc1ccc(NC(=O)c2ccco2)nc1)c1ccccn1 | 2.1 | 29 | -17
CCOc1ccc(CNc2nc3ccccc3n2CCN2CCOCC2)cc1 | -2.9 | 15 | -19
COc1ccc(Nc2nc(N)nc(CSc3n[nH]c(-c4ccccc4)n3)n2)cc1 | 1.9 | 51 | -26
CNC(=O)C(=O)NCCN1CCN(C(=O)c2ccc([N+](=O)[O-])cc2)CC1 | -0.6 | 30 | -16
CCN(CC)S(=O)(=O)N1CCC(C(=O)NC2CCCc3ccccc32)CC1 (configuration not stated) | -0.4 | 11 | -17
O=C1N[C@H](Cc2ccccc2)CO1 | -0.1 | 24 | 1
CCn1c(=O)c([N+](=O)[O-])c(NCc2ccc3c(c2)OCO3)c2ccccc21 | 2.6 | 13 | -15
COc1ccc(-n2c(=O)cc(N3CCN(c4ccccc4F)CC3)[nH]c2=O)cc1 | -1.2 | 5 | -3
Cc1cc(=O)n2[nH]c(C(F)(F)F)c(-c3ccccc3)c2n1 | 1.4 | 14 | 0
O=C(NCCc1ccc(Cl)cc1)C12CC3CC(CC(O)(C3)C1)C2 | -1.1 | 16 | -11
C/C(=N/Nc1ccnc2cc(Cl)ccc12)c1ccc(N)cc1 | 6.0 | 17 | -6
N#Cc1cc([N+](=O)[O-])ccc1NC(=O)COC(=O)c1cnccn1 | -0.4 | 31 | 2
CCCn1nnnc1NC(=O)COc1ccc(CC)cc1 | -1.7 | 13 | -6
COc1ccc(-n2cc(C(=O)c3cc(Cl)ccc3O)cc(C#N)c2=O)cc1 | -0.6 | 13 | -18
COc1ccc(C)cc1Nc1n[n+](-c2ccccc2)c(-c2cccc(Cl)c2Cl)s1 | 0.0 | 43 | -8
COc1cc(NC(=O)CN2CCN(CC(=O)Nc3ccccc3OC)CC2)cc(OC)c1 | -0.9 | 15 | -25
O=C(Cn1cc(-c2nnnn2-c2ccc(Cl)cc2)c(=O)c2ccccc21)c1ccccc1 | -1.1 | 16 | -28
C[N+](C)(C)CCOP(=O)(O)OP(=O)([O-])OC[C@H]1O[C@@H](n2ccc(N)nc2=O)[C@H](O)[C@@H]1O | -2.3 | 23 | 3
O=C(CN1C(=O)COc2ccccc21)NC1CCCC1 | -0.4 | 14 | -16
CCCCCCc1cc2cc(C(N)=O)c(=N)oc2cc1O | 0.9 | 55* | -22
COc1ccc(NC(=O)C(NS(=O)(=O)c2cccs2)C(C)C)cc1Cl (configuration not stated) | -0.7 | 31 | -7
CC(=O)c1c(C)nc(Nc2nc3ccccc3s2)nc1C | 0.3 | 15 | -30
CN(CC(=O)Nc1cccc(F)c1)C(=O)C1CCN(S(=O)(=O)c2ccc3c(c2)OCCO3)CC1 | 2.2 | 9 | -11
COc1ccc(S(=O)(=O)Nc2ccc(Cl)cn2)cc1 | -3.7 | 16 | -4
CCOC(=O)C1=C(C)NC(c2cccs2)C(=O)N1 (configuration not stated) | 0.2 | 7 | -9
Cc1cc(C)cc(NC(=S)NCCN2CCOCC2)c1 | -0.5 | 19 | -21
C/C(N)=C(/C#N)C(=O)COC(=O)CNS(=O)(=O)c1ccc2ccccc2c1 | -1.6 | 4 | -12
CCN(CC)C(=O)Cn1cc(/C=C(\C#N)C(=O)N2CCN(c3ccccc3)CC2)c2ccccc21 | -0.5 | 7 | -32
CCOC(=O)c1c(S(=O)(=O)Nc2ccccc2OCC)c(C)n(C)c1C | -0.9 | 17 | 5
CN(c1ccc(OCC(=O)Nc2ccccc2C(=O)O)cc1)S(=O)(=O)c1ccc(Cl)cc1 | 4.2 | 10 | -11
CCCNC(=O)NC(=O)COC(=O)c1ccc(S(=O)(=O)N(C)c2ccccc2OC)cc1 | -1.0 | 40 | -26
NC(=O)CC(O)c1cccc(Cl)c1 (configuration not stated) | 1.3 | 13 | 0
COc1ccc(NC(=O)C2CCN(c3cnccn3)CC2)cc1Cl | 0.9 | 0 | -3
O=C(NCc1ccccn1)c1cc2ccccn2n1 | -0.9 | 5 | -6
CC(C)c1nc(N2CCCC2)c(C#N)c2c1CCCC2 | -1.6 | 7 | -23
CCN(CC)c1ccc(NC(=O)CN2CCN(CC(=O)Nc3ccc(OC)cc3)CC2)cc1 | -1.0 | 4 | 0
COc1ccc(-c2nn(-c3ccccc3)cc2CNCCN2CCOC2=O)c(F)c1 | -0.6 | 27 | -29
COc1cc(/C=C/C(=O)NCC2CCCCC2)cc(OC)c1OC | -1.0 | 13 | -14
O=C(NCCc1csc(-c2cccnc2)n1)c1ccccc1Br | -1.2 | 19 | -11
O=C(N/N=C/c1cccn1-c1ccccc1)c1ccncc1 | -0.4 | 26 | 2
O=C1C2CCCN2C(c2ccccc2)N1c1ccc(Cl)cc1 (configuration not stated) | -0.5 | 15 | -37
O=C(O)CCCn1cc(NC(=O)COc2ccccc2[N+](=O)[O-])cn1 | -1.4 | 15 | -13
O=C(CN1CCN(c2ccccc2F)CC1)N1CCc2ccccc21 | 0.0 | 18 | -10
COc1ccc(Cl)cc1S(=O)(=O)N1CCN(C)CC1 | 0.9 | 9 | -14
N#CCCSCc1ccc(C(=O)O)o1 | -1.3 | 13 | 10
Cc1csc(SCC(=O)N2CCCC2)n1 | -4.7 | 19 | -1
CCOC(=O)c1c(C)[nH]c(C)c1C(=O)COC(=O)c1cccc(C)c1O | -0.5 | 22 | -3
CCC(C(=O)NCCCc1ccccc1)c1ccccc1 (configuration not stated) | 0.2 | 26 | -18
Cc1csc(C(=O)NCC(=O)NNC(=O)c2cccc(Cl)c2)c1 | -1.7 | -10 | -1
COc1cc(/C=C/C(=O)O)cc(S(=O)(=O)Nc2cccc(S(=O)(=O)N3CCOCC3)c2)c1OC | -0.7 | 14 | -17
CCc1ccc(C(=O)NNC(=O)c2ccc(=O)n(C)n2)cc1 | -1.5 | 5 | 2
O=C(COC(=O)COc1ccc(Cl)cc1)NC1CCCCC1 | -0.6 | 8 | -9
